Source: PubChem
cardiac RTF act = cardiac RTF calcium sensitization; AID 493008; IANBD-labeled TnC RTF fluorescence at EC20 calcium; 0% EC20 calcium, 100% full calcium; actives 0.24% (n = 340,000); activation, % at 7.2 µM; P19429+P45379;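 active = activation above the mean over all tested compounds plus 3 SD, cut at about 30% in these data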;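 note: rise in fluorescence read as greater calcium sensitivity of cardiac thin filaments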
SR-BI uptake up = enhances SR-BI lipid uptake from DiI-HDL. actives 0.096% (n = 320,000). AID 504775. activation, % at 12.5 µM. CHO ldlA[mSR-BI] cells, DiI-HDL uptake fluorescence, 3 h; 100 = double the neutral-control signal;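 active = mean replicate activation of at least 60% and every replicate at or above 60%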;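 note: 0% = median plate neutral-control signal and 100% = twice that signal; values of inactives mirror those of a sister screen read the other way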
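Material: SR-BI-overexpressing, LDLR-lacking CHO cells; schedule: compound exposure 3 h, 37 °C; reagent: DiI-labelled HDL at 10 µg/mL final; technique: bottom-read fluorescence, 550/595 nm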
DAGLB inhibitor = diacylglycerol lipase beta (human) inhibition; Q8NCG7; HEK293T DAGLB membrane lysate, EnzChek fluorogenic substrate; inhibition, % at 5.17 µM; actives 0.059% (n = 340,000); in the data active = inhibition above about 34%;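 note: 0% = enzyme with vehicle and 100% = wells lacking enzyme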
Target sequence (Q8NCG7 whole entry, looked up): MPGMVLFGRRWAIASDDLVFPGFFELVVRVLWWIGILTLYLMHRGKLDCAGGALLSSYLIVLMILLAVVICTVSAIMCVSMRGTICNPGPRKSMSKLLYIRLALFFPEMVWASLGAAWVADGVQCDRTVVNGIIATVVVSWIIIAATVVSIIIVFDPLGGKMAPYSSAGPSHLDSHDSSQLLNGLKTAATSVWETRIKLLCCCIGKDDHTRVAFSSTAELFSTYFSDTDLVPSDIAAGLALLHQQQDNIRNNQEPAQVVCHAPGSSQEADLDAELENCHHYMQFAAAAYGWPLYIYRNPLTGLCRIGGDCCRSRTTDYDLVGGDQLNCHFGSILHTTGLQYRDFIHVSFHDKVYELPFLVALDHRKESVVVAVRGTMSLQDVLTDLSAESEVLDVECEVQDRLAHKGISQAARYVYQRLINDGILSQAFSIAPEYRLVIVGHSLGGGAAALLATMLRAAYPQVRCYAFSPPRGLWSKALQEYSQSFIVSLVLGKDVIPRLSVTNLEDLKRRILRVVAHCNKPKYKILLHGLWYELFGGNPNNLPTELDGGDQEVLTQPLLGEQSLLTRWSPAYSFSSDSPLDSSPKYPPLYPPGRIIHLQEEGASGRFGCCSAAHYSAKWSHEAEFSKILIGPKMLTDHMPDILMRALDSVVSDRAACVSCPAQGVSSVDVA
CAL PDZ FP-1 = blocks peptide binding to the human CAL PDZ domain; actives 0.92% (n = 300,000); inhibition, % at 24.9 µM; Q9HD26; purified CAL PDZ, TMR-peptide fluorescence polarization, 1 h; AID 602252;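 active = mean inhibition of at least 30% with at least half of replicates also reaching 30%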;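 note: 0% = DMSO neutral control and 100% = excess unlabeled competitor peptide PRC23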
PKA-R2B act = activates the human PKA-R2B holoenzyme complex; activation, % at 11.4 µM; AID 504700; actives 0.079% (n = 340,000); PKA-R2B holoenzyme dissociation, Cy5-IP20 fluorescence polarization; R2B truncated from residue 108, S112A mutant; 0% DMSO only, 100% 113 µM cGMP;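 active = activation above a cutoff set at the mean over all compounds plus 3 SD, cut at about 18% in these data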;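 note: higher means more holoenzyme dissociation and a rise in polarization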
Rtt109 Vps75 = blocks Candida albicans Rtt109/Vps75 acetyltransferase activity | Q5AAJ8 | purified Rtt109/Vps75, ThioGlo CoA-SH fluorescence, 4 h | inhibition, % at 34.9 µM | actives 0.16% (n = 330,000) | AID 540336;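 active = inhibition of at least 50% in every replicate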
Target sequence (Q5AAJ8 whole entry, looked up): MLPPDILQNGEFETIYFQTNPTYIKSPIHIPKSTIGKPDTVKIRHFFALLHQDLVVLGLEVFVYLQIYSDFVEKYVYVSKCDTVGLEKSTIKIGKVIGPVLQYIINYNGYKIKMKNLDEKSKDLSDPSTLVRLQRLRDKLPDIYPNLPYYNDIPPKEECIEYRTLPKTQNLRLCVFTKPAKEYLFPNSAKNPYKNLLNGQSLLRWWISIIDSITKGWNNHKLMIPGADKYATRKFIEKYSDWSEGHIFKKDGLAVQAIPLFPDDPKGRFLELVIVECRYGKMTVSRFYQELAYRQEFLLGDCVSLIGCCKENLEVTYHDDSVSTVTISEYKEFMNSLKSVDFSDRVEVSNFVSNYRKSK
CAL PDZ FP-2 = human CAL PDZ-peptide interaction inhibition; AID 504414; actives 0.02% (n = 330,000); purified CAL PDZ, TMR-peptide fluorescence polarization, 1 h; inhibition, % at 20 µM;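 active = highest replicate inhibition of at least 40%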;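 note: plate controls were DMSO neutral control wells for no effect and unlabeled competitor peptide control wells for full effect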
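Assay system – tagged CAL PDZ protein CerCALP, purified · Timing – 1 h at RT · Compound – single point, 20 µM · Measured by – fluorescence polarization from S- and P-plane intensities, G-factor corrected · Evaluation – inhibition from polarization loss · Probe or stimulus – TMR reporter peptide T*-PRC34 · Buffer or medium – pH 7.4 phosphate-saline buffer, reducing agent, detergent, IgG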
Keap1-Nrf2 PPI = disrupts human Keap1 binding to Nrf2 peptide; Keap1 Kelch-Nrf2 peptide fluorescence polarization, 1536-well; actives 0.15% (n = 340,000); AID 504523; inhibition, % at 9.4 µM; Q14145; in the data active = inhibition above about 12%;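 note: human Keap1 Kelch domain with fluorescein labeled Nrf2 9mer peptide probe; 0% = neutral control wells and 100% = peptide positive control; higher means more block of Keap1 binding to Nrf2 peptide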
RTF Ca sens inh = cardiac RTF calcium desensitization; P19429+P45379; IANBD-labeled cardiac RTF, Ca2+ fluorescence; inhibition, % at 7.15 µM; actives 0.12% (n = 340,000);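 active = inhibition above the mean inhibition of all tested compounds plus 3 SD, cut at about 17% in these data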;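 note: assay run at fixed EC70 calcium of 1.6 mM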
LANA DNA inh = inhibitors of KSHV LANA C-terminal domain DNA binding; MBP-C-LANA/FAM-LBS DNA binding, fluorescence polarization; inhibition, % at 9 µM; actives 0.078% (n = 340,000); AID 504423;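 active = highest replicate inhibition at or above 60% at 9 µM, even if other replicates fall short; inactive = all replicates below 60% inhibition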;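 note: 0% = neutral control wells and 100% = 4 µM acridine orange control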
Starred values were filed as active, the others as inactive; x = no result given; & = joins results of further samples.

Every second line gives: cardiac RTF act, SR-BI uptake up, DAGLB inhibitor, CAL PDZ FP-1, PKA-R2B act, Rtt109 Vps75, CAL PDZ FP-2, Keap1-Nrf2 PPI, RTF Ca sens inh, LANA DNA inh
COC(=O)c1cc(S(=O)(=O)NCC2CCN(Cc3cccc(F)c3)CC2)c[nH]1
  -4, 18, -3, -1, 0, 10, -3.5, 2, 6, 1.0
Cc1ccc(C(=O)NC(=S)Nc2ccccc2C(F)(F)F)cc1
  3, -4, -21, -1, -11, -4, 0.3, -2, 8, 0.9
N#Cc1cccc(NC(=O)CSc2n[nH]c(=O)[nH]c2=O)c1
  -4, x, 0, 12, -7, -4, -0.2, -2, -4, 0.6
CSc1ncccc1C(=O)OCC(=O)Nc1ccc(S(=O)(=O)N2CCCC2)cc1
  -1, -11, -11, -2, -10, 4, -2.2, -4, 13, 0.8
CCCCOC(=O)c1cccc(NC(=O)CC)c1
  -1, 12, -1, 1, 11, 1, -0.3, -4, -7, 1.3
CCOCC(=O)Nc1ncc(S(=O)(=O)c2ccc([N+](=O)[O-])cc2)s1
  0, 29, 0, -1, 8, 3, -1.6, -7, -2, 1.2
C=CCNC(=S)NNC(=O)c1ccc(OCC(C)C)cc1
  16, 9, 2, x, -11, 12, -0.8, -3, -4, -0.4
CCOc1ccc(CNC(=S)N/N=C/c2ccc(OC)c(OC)c2)cc1
  4, 1, 3, -4, -1, 5, -0.3, -4, -6, -0.6
CCCc1cc(O)c2c(C)cc(=O)oc2c1
  -1, 2, 0, 19, 5, 2, -1.6, -1, 3, 2.1
Cc1ccccc1-c1noc(C23CC4CC(CC(C4)C2)C3)n1
  -3, 7, -3, 5, 1, 9, -0.3, -2, -14, -0.4
CCCc1ccc(OCC(O)CN2CCN(c3ccccc3)CC2)cc1 (stereo not drawn)
  1&1, 0&1, -16&-11, 1&-1, -8&6, -1&13, -1.3&-2.5, -3&2, -7&-1, -1.1&2.0
Cc1ccc(NC(=O)COC(=O)c2cc(Cl)ccc2[N+](=O)[O-])cc1
  2, 18, -12, -2, -9, 6, -2.0, 1, -5, -1.7
Cc1nc2ccc(S(=O)(=O)NC(C(=O)NCc3ccco3)C(C)C)cc2s1 (stereo not drawn)
  2, 5, 1, x, 3, -8, -0.8, -3, -2, -0.3
O=C(O)CCC(=O)OCCc1cc2ccccc2c(=O)o1
  -6, 14, -7, -1, 3, 13, -1.0, -6, -3, 0.1
COc1ccc(C)cc1NC(=O)C1CCN(S(=O)(=O)c2ccc3c(c2)C(C)(C)C(=O)N3C)CC1
  -1, -2, -3, x, -4, -5, -2.2, 4, -13, -0.5
CCCCN(Cc1cc2ccccc2[nH]c1=O)C(=O)c1ccccn1
  6, 32, 0, -1, -2, 6, -0.6, -2, -6, 0.3
Cc1ccc(N2C(=O)C3C4C=CC(CNC(=S)Nc5cccc(Cl)c5)(O4)C3C2=O)cc1 (stereo not drawn)
  -9, -38, 2, -4, -3, 2, -3.3, -12, -4, 2.1
CCCn1c(C(C)Nc2nc(-c3ccc(Cl)c([N+](=O)[O-])c3)cs2)nc2ccccc21 (stereo not drawn)
  -1, -28, 2, -1, -10, -6, 0.1, -4, -3, 1.1
CSCCC(NS(=O)(=O)c1cccs1)C(=O)NCc1ccc(C)cc1 (stereo not drawn)
  1, -10, 1, x, -2, 3, -0.6, -1, 2, -1.0
CCC(=O)Nc1ccc2nc(C)n(Cc3ccccc3Cl)c(=O)c2c1
  2, -15, 2, -4, -2, x, -0.8, 1, -3, -0.9
CC(=O)Nc1cccc(C(=O)/C=C/c2ccc(C)cc2)c1
  0, 10, 2, -2, -12, -4, -0.6, -3, 10, 2.8
CCOc1ccc(NC(=O)COc2ccc(OC)cc2)cc1
  -2, 22, -13, 3, -10, -5, -0.8, -5, -6, 1.4
COc1ccccc1CNC(=O)CCCn1c(=O)c2ccccc2n(CC(=O)NC2CCCC2)c1=O
  1, 8, -2, x, -11, -6, x, -2, -10, 6.8
S=C(Nc1ccc(Nc2ccccc2)cc1)NN1CCOCC1
  -2, x, 2, -2, -5, x, -0.3, -1, -4, -3.9
Cc1cc(/C=C(\C#N)C(=O)NCc2ccco2)c(C)n1-c1ccc(C(=O)O)cc1
  0, 6, -1, -4, -10, 0, -1.2, -6, -11, 4.5
Cc1ccc(CN(C)C(=O)c2ccc3c(c2)NC(=O)CS3)o1
  5, -1, -4, 1, -11, 0, 0.8, -2, -10, 0.7
Cc1ccc(CCNC(=O)CS(=O)Cc2nc(-c3cccs3)oc2C)cc1 (stereo not drawn)
  0, x, 1, 8, -4, 11, 0.0, -5, -4, -1.1
COc1ccc(CCN2CC(C(=O)NCCc3ccc(F)cc3)CCC2=O)cc1 (stereo not drawn)
  -6, -8, 0, -5, -3, 2, -1.1, 3, -1, 0.1
COc1ccc(NC(=O)CN(C)C(=O)c2cc(C3CC3)nn2-c2ccccc2)cc1
  0, -21, -1, 8, -2, -1, -1.6, -5, -4, -2.6
COc1cccc(NC(=O)CN(C)C(=O)CN2C(=O)NC3(CCCC3)C2=O)c1
  2, 3, -2, -1, -1, 0, -0.4, -1, -8, -2.5
O=C(COc1cc(Cl)c(Cl)cc1Cl)Nc1ccncc1
  5, 12, 1, -4, -1, -4, -1.6, 0, -14, -3.6
COc1ccc(C(=O)N2CCCC(CCC(=O)NCc3ccc(F)c(F)c3)C2)o1 (stereo not drawn)
  5, -4, -1, 51*, 8, -2, -0.3, 0, -7, 0.8
CCOC(=O)c1cnc2cc(F)c(F)cc2c1N1CCOCC1
  -2, -3, -1, 4, -5, 3, 1.8, -3, 3, 3.6
COc1ccccc1-c1nn(Cc2ccccc2)cc1/C=C/C(=O)O
  0, 6, 1, 0, 0, 1, -2.6, -6, -12, 0.3
COc1ccc(S(=O)(=O)N(C)C[C@H]2Oc3ccc(NS(=O)(=O)c4cn(C)cn4)cc3C(=O)N([C@H](C)CO)C[C@@H]2C)cc1
  -8, -15, 0, -2, 6, -3, -0.6, 3, -8, -1.6
Cc1cccc(-c2noc(CCC(=O)NCCc3ccccc3)n2)c1
  5, -2, -1, -4, -6, -2, -1.3, 5, -16, -0.9
CCOc1ccc(-n2c(SCC(=O)Nc3ccc4c(c3)OCCO4)nc3c(c2=O)SCC3)cc1
  4, -4, 0, -4, -8, -1, -1.0, 1, 0, 1.6
COc1ccc(N2CCN(C(CNC(=O)CC(C)(C)C)c3ccc4c(c3)OCO4)CC2)cc1 (stereo not drawn)
  0, 9, -3, -2, -11, 3, -0.2, 0, -4, 0.0
COc1cccc(-c2nn(-c3ccc(C)cc3)cc2C(=O)N2CCc3cc(OC)c(OC)cc3C2)c1
  -8, -59, -1, -4, 4, 14, -2.8, -1, -1, 0.2
COc1cc(OC)cc(C(=O)OCCCOC(=O)c2cc(OC)cc(OC)c2)c1
  -4, -18, -11, 12, 5, -11, -1.7, 3, -11, -0.4
C(=N\N1CCN(C2c3ccccc3-c3ccccc32)CC1)/c1ccncc1
  2, -51, -1, -31, -4, 2, -2.1, -1, -3, 1.9
CC(C)(C)NC(=O)CSc1nc2cccnc2n1C1CCCCC1
  1, 0, -4, -5, -2, -4, 0.4, -1, 3, -0.1
CCOc1ccc(NS(=O)(=O)c2ccc(NS(=O)(=O)c3ccccc3)cc2)cc1
  -2, 3, -4, x, 1, 3, -1.8, 6, -7, 1.0
COc1ccc(O)c(C(=O)c2cnc3c(c2)CN(C)C(=O)N3)c1
  -6, -29, 2, 0, 2, 4, -0.1, -3, 5, -1.6
COc1cccc(C(=O)Nc2ccc3c(cc2=O)[C@@H](NC(C)=O)CCc2cc(OC)c(OC)c(OC)c2-3)c1
  -1, -3, 2, -8, -6, 5, -1.5, 0, 0, 1.8
COC(=O)CCC(=O)OC1(C)C(=O)C=C2C=C(C3CC3)N(Cc3ccc(OC)cc3)C=C2C1=O (stereo not drawn)
  1, -15, -1, 1, -5, -2, 0.8, -1, 8, 3.1
CCOC(=O)c1cn2nc(N3CCCCC3)ccc2n1
  -1, 17, 0, 5, 9, -11, 0.6, -1, -5, -0.6
CCOC(=O)COc1ccc(S(=O)(=O)N2CCN(c3ccccc3)CC2)cc1
  2, 9, 17, 2, -2, 9, 0.1, -5, -22, 0.2
O=[N+]([O-])c1ccccc1NCCNc1ncc(C(F)(F)F)cc1Cl
  -2, -33, 6, -1, -9, -17, x, 3, -3, -1.6
O=C(Cn1c(NCCO)nc2ccccc21)NCCc1ccccc1
  6, 12, 1, 2, -4, -6, -0.6, -7, 1, 0.4
O=C(NC(Nc1ccc(F)cc1)(C(F)(F)F)C(F)(F)F)c1cccnc1
  -3, -13, 1, 1, -11, 7, 0.0, -8, -11, 1.3
O=[N+]([O-])c1ccccc1C(O)Cc1ccccn1 (stereo not drawn)
  3, 16, -3, -2, -12, -1, -0.3, 2, -1, 0.7
CC(=O)c1cccc(-n2c(CCC(=O)O)ccc2-c2ccccc2)c1
  28, -15, 1, -3, -6, 0, -1.2, -5, -9, 2.4
O=C(Nc1ccc(Cl)cc1)Nc1nnc(CSc2ccc(Cl)cc2)s1
  -4, 13, -3, 0, 2, -8, -1.9, -5, 6, 0.9
Cc1ccc2[nH]c(=O)c3cc(C(=O)N(C)Cc4ccco4)sc3c2c1
  1, -54, 4, -3, 9, -25, -4.0, -9, 2, -1.0
C=CCN(C(=O)CSc1nc2ccsc2c(=O)n1Cc1ccccn1)c1ccccc1
  -3, 3, 1, -3, 8, -21, -1.3, 2, -8, 0.8
Nc1ncn(-c2ncc(C(F)(F)F)cc2Cl)n1
  x, 15, x, 3, x, 1, -0.5, -3, x, 0.6
Cc1ccc(-c2cc(C(=O)Nc3nccs3)c3ccccc3n2)c(C)c1
  2, 2, -4, -4, -8, 2, -1.6, -2, 7, -1.4
O=C1CCCC(O)=C1C=NCCc1ccccc1
  1, 7, -2, 10, -5, -3, -0.4, -1, -3, 0.0

Compound profiles, as listed above.
COC(=O)CCC(=O)OC1(C)C(=O)C=C2C=C(C3CC3)N(Cc3ccc(OC)cc3)C=C2C1=O (stereo not drawn) reads cardiac RTF act: 1; SR-BI uptake up: -15; DAGLB inhibitor: -1; CAL PDZ FP-1: 1; PKA-R2B act: -5; Rtt109 Vps75: -2; CAL PDZ FP-2: 0.8; Keap1-Nrf2 PPI: -1; RTF Ca sens inh: 8; LANA DNA inh: 3.1
Cc1ccc(-c2cc(C(=O)Nc3nccs3)c3ccccc3n2)c(C)c1 reads cardiac RTF act: 2; SR-BI uptake up: 2; DAGLB inhibitor: -4; CAL PDZ FP-1: -4; PKA-R2B act: -8; Rtt109 Vps75: 2; CAL PDZ FP-2: -1.6; Keap1-Nrf2 PPI: -2; RTF Ca sens inh: 7; LANA DNA inh: -1.4
